Screening results from PubChem.
Jurkat tox 60K: cytotoxicity toward Jurkat cells. Jurkat E6.1 viability, ATP luminescence, 48 h. inhibition, % at 4 µM. 56,000 compounds, 1.2% hits. AID 463;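 active means inhibition above the mean inhibition of all tested compounds plus 3 SD, cut at about 28% in these data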
NADH coupling: inhibitors of enzymes used to reach an NAD/NADH endpoint | coupled PK/LDH NADH assays, four targets | IC50, µM (titrated, usually from 10 µM), without a hit: top-dose inhibition | 65,000 compounds, 0.02% hits | AID 774;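 active means single-dose screening hits from any of four coupled enzyme assays that gave an IC50 when retested across doses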;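 further: the DPM-DC format reads NADH fluorescence rather than 340 nm absorbance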
HEK293 NFkB inh: inhibitors of the PMA/ionomycin-induced NF-kB reporter in HEK293 cells; inhibition, % at 3 µM; 62,000 compounds, 0.21% hits; HEK-293 NF-kB luciferase reporter, luminescence; AID 465;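 active means inhibition above the mean of all tested compounds plus 3 SD, cut at about 40% in these data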;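 further: 0% = stimulated DMSO wells and 100% = 10 µM reference inhibitor 5653914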
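System: NF-kB luciferase reporter HEK-293 cells | Replication: Single test | Control set: DMSO vs reference inhibitor | Evaluation: % inhibition | Schedule: 1 h pretreatment, 16 h stimulation, 37 °C | Probe or stimulus: PMA with ionomycin | Compound dosing: One dose, 3 µM | Detection: Luciferase luminescence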
TNAP act mid DEA: activates human TNAP at intermediate phosphate acceptor concentration; P05186; purified TNAP, CDP-star luminescence, 100 mM DEA, 30 min; active compounds read high; scale: 0 levamisole-inhibited, 1 vehicle-only enzyme; activation factor at 20 µM; 64,000 tested, under 10 active; AID 813;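 active means activation factor of at least 2 at 20 µM, relative to controls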
D1 allo mod: allosterically modulates the human D1 dopamine receptor | HEK293 D1, CRE-luciferase, dopamine EC30 potentiation; actives deviate in either direction | B-score at 10 µM | 58,000 compounds, 5.9% hits | AID 641;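 active means luminescence count or its row- and column-corrected plate score outside the 99.7% band of the plate's sample wells, on either side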
Target sequence (P21728 whole entry, looked up): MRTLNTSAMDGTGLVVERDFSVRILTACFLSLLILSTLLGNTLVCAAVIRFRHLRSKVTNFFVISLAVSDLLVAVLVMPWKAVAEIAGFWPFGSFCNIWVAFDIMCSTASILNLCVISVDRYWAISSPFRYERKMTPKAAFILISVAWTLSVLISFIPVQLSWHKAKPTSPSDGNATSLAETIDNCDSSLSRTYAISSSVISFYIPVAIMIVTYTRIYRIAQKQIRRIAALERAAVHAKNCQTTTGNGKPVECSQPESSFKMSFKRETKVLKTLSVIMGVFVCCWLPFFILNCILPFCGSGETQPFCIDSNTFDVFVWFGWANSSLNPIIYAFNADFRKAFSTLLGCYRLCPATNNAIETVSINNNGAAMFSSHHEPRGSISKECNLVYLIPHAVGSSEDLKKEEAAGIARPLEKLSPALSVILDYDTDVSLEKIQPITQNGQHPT
M1 antag: blocks the rat M1 muscarinic receptor response to acetylcholine. CHO-M1 cells, Fluo-4 calcium, ACh EC80 antagonist mode; active compounds read low. B-score at 10 µM. 64,000 compounds, 3.4% hits. AID 628;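 active means calcium fluorescence response, raw or row-and-column corrected B-score, differing from the plate sample mean either way at a set confidence level, mostly lower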
Target sequence (P08482 whole entry, looked up): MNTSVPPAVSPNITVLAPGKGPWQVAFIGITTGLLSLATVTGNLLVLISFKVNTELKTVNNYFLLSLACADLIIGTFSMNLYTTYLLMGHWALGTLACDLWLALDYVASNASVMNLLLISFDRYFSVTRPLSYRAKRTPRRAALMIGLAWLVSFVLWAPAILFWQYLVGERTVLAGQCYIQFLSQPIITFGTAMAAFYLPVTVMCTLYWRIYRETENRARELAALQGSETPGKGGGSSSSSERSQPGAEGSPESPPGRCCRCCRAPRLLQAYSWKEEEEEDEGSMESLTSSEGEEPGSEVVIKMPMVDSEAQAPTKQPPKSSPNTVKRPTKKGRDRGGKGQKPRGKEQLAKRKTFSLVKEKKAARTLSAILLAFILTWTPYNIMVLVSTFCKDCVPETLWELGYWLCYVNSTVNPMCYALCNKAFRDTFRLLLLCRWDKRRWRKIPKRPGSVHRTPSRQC
SF-1 act: activates the human nuclear receptor SF-1 | AID 522 | activation, % at 10 µM | CHO-K1 Gal4-SF-1 LBD luciferase reporter; % increase over DMSO SF-1-specific signal | 65,000 compounds, 1.9% hits;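 active means activation above the mean activation of all tested compounds plus 3 SD, cut at about 50% in these data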
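Test system: transient Gal4-SF-1 LBD reporter, CHO-K1; Amount: 4,000 CHO-K1 cells per well; Doses: 10 µM only; Timing: compound exposure 20 h at 37 °C; Signal: luciferase light emission; Read-out basis: percent activation relative to DMSO median and mock-transfected background; Control set: DMSO negative control and −SF1 background wells; Replicates: one test per compound.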
Ecoli tolC: E. coli tolC mutant growth inhibition | growth inhibition, % at 10 µM (by protocol) | 65,000 compounds, 2.2% hits | E. coli BW25113 tolC mutant growth, OD615;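 active means growth inhibition at or above a cutoff equal to the mean over every tested compound plus 3 SD, cut at about 60% in these data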;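 further: growth measured after 20 h incubation at 37 °C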
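Test system: E. coli BW25113 ΔtolC::kan bacteria | Medium: Kanamycin-containing LB broth (50 µg/mL) | Dosing: One dose of 10 µM final | Times: 20 h incubation with compound, 37 °C | Detection: Optical density read at 615 nm | Read-out basis: Percent growth inhibition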
M1 agonist: M1 muscarinic receptor agonism; CHO-M1 cells, Fluo-4 calcium fluorescence, agonist mode; active compounds read high; B-score at 10 µM; 64,000 compounds, 3% hits; AID 626;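 active means fluorescence rise, raw or as B-score row- and column-corrected plate score, outside the 99.7% band of its plate's samples, either direction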
The depositor's hits bear a star; nt = not tested or not shown; [ ] = dose if it differs, or a comment.

Order of values: Jurkat tox 60K, NADH coupling, HEK293 NFkB inh, TNAP act mid DEA, D1 allo mod, M1 antag, SF-1 act, Ecoli tolC, M1 agonist
- N#Cc1c(N)n(CCOC(=O)c2ccc(Cl)cc2)c2nc3ccccc3nc12
  nt, 3%[fluoresces], nt, 0.9, nt, -0.67, 4, 5, 0.47
- CCS(=O)(=O)c1ccc2oc(SCC(=O)c3ccco3)nc2c1
  5, 4%, 25, nt, nt, -0.71, 0, 1, -0.56
- COCCn1c(SCC(=O)N2CCC(C)CC2)nc2ccccc2c1=O
  -9, 4%, 10, 1, -0.22, 0.19, -13, 10, 0.31
- CCOc1cc(S(=O)(=O)N2CCCCC2)ccc1Cl
  -1, 6%, 9, 1, -4*, nt, 23, -2, nt
- O=C(NC1CCCCC1)N(Cc1ccc(F)cc1)Cc1nc2ccccc2c(=O)[nH]1
  -5, 14%, 28, 0.8, -0.21, -0.11, 10, 8, -0.28
- CCOC(=O)N1CCC(N(C(=O)Nc2ccc(Cl)c(Cl)c2)C(C)CC)CC1 (configuration not stated)
  6, 1%, 22, 0.8, -0.0035, -1.9, -15, 21, 0.44
- CCCc1cc(=O)n2[nH]c(NCc3ccc(Cl)cc3Cl)nc2n1
  -3, 7%, 8, 0.9, -0.73, 0.034, 0, 43, 0.73
- CC1=C(C(=O)Nc2ccc(F)cc2)C(c2cccc(C)c2)n2nc(CCCO)nc2N1 (configuration not stated)
  3, 1%, 22, 0.9, -1.2, 0.23, 10, -3, 0.36
- O=c1oc2ccccc2c2c1ncn2C1CCCCC1
  8, 2%, 17, 1, 7.4*, 0, -6, -3, -0.42
- CCOC(=O)N1CCN(C(=O)c2cc(C)c3c(C)nn(-c4ccccc4)c3n2)CC1
  6, 7%, -4, 0.9, 1.7, 0.42, 22, 1, -0.082
- CCCn1nc(-c2nnc(-c3ccc(C)c(C)c3)o2)c2ccccc2c1=O
  2, 7%, 14, 1.1, 1.1, 0.61, 14, -5, 0.098
- COC(=O)C(C)Sc1nc2c(cnn2-c2ccc(C)cc2)c(=O)[nH]1 (configuration not stated)
  2, 1%, 17, 1, 1.5, 0.19, 9, 15, 0.45
- COc1ccc(OC)c2sc(NC(=O)C(C)C)nc12
  -2, 9%, -3, 0.9, nt, -0.089, -1, -12, 0.092
- CS(C)(=O)=NS(=O)(=O)c1ccc(Cl)cc1
  -9, 7%, 7, 0.9, -1.1, -0.54, 4, -19, -0.19
- COc1cccc(Nc2nc(-c3sc(N)nc3C)cs2)c1
  2, 7%, 2, 0.9, -0.18, -0.44, 20, 14, -0.66

Later entries.
Order of values: Jurkat tox 60K, NADH coupling, HEK293 NFkB inh, TNAP act mid DEA, D1 allo mod, M1 antag, SF-1 act, Ecoli tolC, M1 agonist
- CCOC(=O)CSc1nnc(CNC(=O)c2ccc(OC)cc2)n1C1CCCCC1
  -11, 7%, 4, 0.9, -0.91, -0.047, 7, -6, 0.37
- Cc1cc(=O)oc2cc(NC(=O)CCCC(=O)O)ccc12
  -4, 8%[fluoresces], -8, 0.9, -0.36, 0.048, -1, -11, -0.42
- CCc1ccc(CN(C)CCc2ccccn2)cc1
  1, 7%, 9, 0.9, -0.58, -7.3*, 6, 4, 0.34
- CCc1cc2c(N3CCCCC3)ncnc2s1
  16, 8%, 9, 0.9, 2.6, 0.025, 9, 16, -0.015
- Cc1noc(C)c1CSc1ncnc2ccccc12
  -2, 3%, 10, 1, 3.9*, -0.3, -8, 11, -0.018
- Cc1ccc(P(=O)(O)c2ccc(C)cc2)cc1
  nt, 4%, nt, 1, 0.13, 0.47, nt, -7, 0.89
- Nc1nonc1C(=O)NCCNC(=O)c1cccs1
  5, 0%, 11, 0.9, 0.0016, -0.066, -15, -17, -0.028
- CN=C1SC(CC(=O)Nc2ccccc2F)C(=O)N1C (configuration not stated)
  1, 2%, 0, 0.9, 0.026, 0.21, 11, -9, -0.14
- Cc1ccnc(NC(=O)C2CCN(S(=O)(=O)c3cccc4nonc34)CC2)c1
  -1, 6%, -6, 0.9, -0.11, 0.013, 17, -7, 1.2
- CCN(Cc1ccncc1)C(=O)c1cccc(S(=O)(=O)N2CCOCC2)c1
  nt, 3%, 20, 0.9, -0.56, -0.035, -7, 0, 0.3
- CCN(CC)S(=O)(=O)c1ccc(C(=O)C(C#N)c2ccccn2)cc1 (configuration not stated)
  nt, 8%, 19, 0.9, -0.61, 1, 0, -3, 0.47
- Cc1ccc(C2c3c(oc4ccccc4c3=O)C(=O)N2c2nnc(C(C)C)s2)o1 (configuration not stated)
  1, 3%, 8, 0.8, 0.24, -0.17, -45, 10, -0.094
- COc1ccc(C(=O)c2coc3ccc(O)c(CN(C)C)c23)cc1
  0, 2%, -7, 0.9, 0.31, -0.44, -11, -4, 1
- COc1ccc(N(CC(=O)Nc2cc(C)ccc2OC)S(=O)(=O)c2c(C)noc2C)cc1
  20, 4%, 6, 0.9, nt, -0.4, 54*, 20, 2.2
- CCC(C)NC(=O)CCS(=O)(=O)c1ccc2c(c1)n(C)c(=O)c(=O)n2C (configuration not stated)
  -8, 8%, 14, 0.9, 0.13, -0.18, -14, -19, -0.018

Next part
Order of values: Jurkat tox 60K, NADH coupling, HEK293 NFkB inh, TNAP act mid DEA, D1 allo mod, M1 antag, SF-1 act, Ecoli tolC, M1 agonist
- COC(=O)c1ccc(Cn2cnc3c(cnn3-c3ccc(C)c(C)c3)c2=O)o1
  7, 6%, 0, nt, 0.017, 0.35, 13, 20, 0.18
- Cc1cccc(NC(=O)CCN2CCOCC2)c1
  -2, 3%, -5, 1, 0.54, nt, -7, -25, nt
- CCn1nnnc1NCc1cccn1C
  -7, 3%, 15, 0.9, -0.16, 0.26, -7, -27, 1.5
- CCN(CC)CCCn1c(=S)[nH]c2ccc(Cl)cc2c1=O
  nt, 8%, 3, 0.9, -2.1, -1.4*, 1, -13, 0.023
- CC1CCC(NC(=O)C2c3ccccc3C(=O)N2CCCN2CCOCC2)CC1 (configuration not stated)
  8, 6%, 18, 1, -0.27, 0.025, 6, -15, -0.1
- COc1ccccc1Oc1coc2cc(O)ccc2c1=O
  -8, 9%[fluoresces], -2, 1, -0.083, 0.031, 9, 11, 0.047
- COCCn1c(SCC(N)=O)nnc1-c1c[nH]c2ccccc12
  -8, 4%, 3, 1, -1.1, -0.65, 3, -18, -0.27
- O=C(CSc1nnc(-c2ccco2)o1)NC1CCCCCC1
  -8, 6%, 21, 0.9, nt, -0.91, 3, 8, -1
- c1ccc(CCc2nc(-c3cccnc3)no2)cc1
  -7, 0%, -4, 0.8, 1.2, -0.2, 34, -5, -0.5
- COc1ccc(-n2nc(C(=O)NCC(=O)NCc3ccco3)c3ccccc3c2=O)cc1
  -6, 4%, 4, 1, 0.55, -0.23, 16, 0, 1.7
- Cc1cc2ncn(S(=O)(=O)N3CCCCC3)c2cc1C
  5, 4%, -1, 0.9, 0.0082, -0.46, -18, 11, -0.57
- COc1ccc(C(C)NC(=O)c2ccoc2C)cc1OC (configuration not stated)
  7, 2%, 11, 0.9, nt, 0.42, 7, -5, 0.53
- CCCNC(=O)Cc1ncn[nH]1
  4, 4%, 6, 0.9, 0.74, -0.068, 4, -27, -0.15
- CC1CCc2cc(F)cc3c(O)c(C(=O)NCC4CCCO4)c(=O)n1c23 (configuration not stated)
  nt, 3%, nt, 0.8, 1.6, -0.19, -10, 6, -0.025
- CCN(C1CCCCC1)S(=O)(=O)c1ccc(S(=O)(=O)N2CCN(CCC#N)CC2)cc1
  8, 3%, 10, 0.8, -0.4, -1.5*, -1, 9, 0.046

Nothing new here: entries from further up.
Order of values: Jurkat tox 60K, NADH coupling, HEK293 NFkB inh, TNAP act mid DEA, D1 allo mod, M1 antag, SF-1 act, Ecoli tolC, M1 agonist
- CC1CCc2cc(F)cc3c(O)c(C(=O)NCC4CCCO4)c(=O)n1c23 (configuration not stated)
  nt, 3%, nt, 0.8, 1.6, -0.19, -10, 6, -0.025
- CCN(C1CCCCC1)S(=O)(=O)c1ccc(S(=O)(=O)N2CCN(CCC#N)CC2)cc1
  8, 3%, 10, 0.8, -0.4, -1.5*, -1, 9, 0.046

Later entries:
Order of values: Jurkat tox 60K, NADH coupling, HEK293 NFkB inh, TNAP act mid DEA, D1 allo mod, M1 antag, SF-1 act, Ecoli tolC, M1 agonist
- COC(=O)c1cn(NC(=O)c2ccncc2)c(=O)c2ccccc12
  nt, 9%, 5, 0.9, -1.3, -0.25, -12, -4, 0.024
- COC(=O)CNC(=O)c1c(-c2c(Cl)cccc2Cl)noc1C
  nt, 1%, nt, 0.9, nt, -0.48, nt, -10, -1
- COC(=O)c1[nH]c2cc(OC)ccc2c1NC(=O)CN1CCC(C(N)=O)(N2CCCCC2)CC1
  -6, 10%, -4, 0.9, nt, -0.82, 2, -12, 1.8
- CC1=C(C(N)=O)C(c2ccccn2)n2nc(-c3ccccc3Cl)nc2N1 (configuration not stated)
  6, 3%, 10, 0.9, -0.1, 0.2, 2, -2, 0.54
- CCOC(=O)c1c(COc2ccccc2)oc2ccc(O)cc12
  45*, 1%, 3, 0.8, -0.19, 0.1, 5, 3, -0.96
- COc1cc2c(=O)nc3n(c2cc1OC)C(c1ccccc1)N=C(N)N3 (configuration not stated)
  6, 4%, 2, 0.9, 0.38, -1.2, 13, -18, 2.4*
- CC1=CC(C)(C)N(C(=O)CSc2nnc(-c3ccccc3)o2)c2ccc(C)cc21
  1, 9%, 13, 0.9, -0.34, 0.73, -11, 65*, -1.1
- O=C(O)c1ccc(NS(=O)(=O)/C=C/c2ccccc2)cc1O
  8, 3%, 8, 0.9, 0.33, -0.22, -3, -4, -1.5
- CCC1Oc2ccccc2N(CC(=O)NCCCN2CCOCC2)C1=O (configuration not stated)
  -4, 2%, 11, 0.9, nt, -0.011, 6, -23, -1
- Cc1oc(-c2ccccc2F)nc1CN1CCC(C(=O)NC2CC2)CC1
  -1, 2%, 16, 1, -0.6, -0.29, 0, -13, 0.049
- CN(C)S(=O)(=O)NC(c1ccccc1)c1ccccc1
  1, 4%, 7, 0.9, 1.6, -0.098, -12, 3, 0.005
- CCC(C(=O)NCc1ccc(F)cc1)N(Cc1ccco1)C(=O)c1snc(C(N)=O)c1N (configuration not stated)
  5, 8%, 19, 1, 0.022, 0.39, -2, 3, 1.2
- COc1ccccc1NS(=O)(=O)c1ccc(Br)s1
  -1, 3%, 11, 0.9, -0.95, 0.45, -2, 12, 0.89
- CC(C)CCn1cnc2c1c(=O)n(C)c(=O)n2C
  2, 5%, 10, nt, 0.52, 0.6, 20, 12, -0.49
- CCCCCNC(=O)c1cc(S(=O)(=O)N2CCCCC2)ccc1F
  -3, 2%, 10, 0.9, -0.46, -0.13, 0, -5, 0.026
- CC1CCCC(NC(=O)c2cn(C)c3ccc(S(=O)(=O)N4CCCC4)cc3c2=O)C1C (configuration not stated)
  2, 5%, 0, 1, 0.67, nt, -8, 31, nt
